Screens (PubChem BioAssay)
ALOX12 inh = ALOX12 (human) lipoxygenase inhibition; hit rate 1.1% among 580,000; Potency, µM (highest dose often 108 µM), for inactives: top-dose activity change, negative = inhibition, hits mostly inhibitors; purified 12hLO, xylenol orange hydroperoxide absorbance; AID 1671190; P18054; active = well fitted inhibition curve with a large enough effect; inconclusive = small, poorly fitted or top-dose-only effect, or another doubt; inactive = no such curve, though single readings can be large or run the other way
Target sequence (P18054 whole entry, looked up): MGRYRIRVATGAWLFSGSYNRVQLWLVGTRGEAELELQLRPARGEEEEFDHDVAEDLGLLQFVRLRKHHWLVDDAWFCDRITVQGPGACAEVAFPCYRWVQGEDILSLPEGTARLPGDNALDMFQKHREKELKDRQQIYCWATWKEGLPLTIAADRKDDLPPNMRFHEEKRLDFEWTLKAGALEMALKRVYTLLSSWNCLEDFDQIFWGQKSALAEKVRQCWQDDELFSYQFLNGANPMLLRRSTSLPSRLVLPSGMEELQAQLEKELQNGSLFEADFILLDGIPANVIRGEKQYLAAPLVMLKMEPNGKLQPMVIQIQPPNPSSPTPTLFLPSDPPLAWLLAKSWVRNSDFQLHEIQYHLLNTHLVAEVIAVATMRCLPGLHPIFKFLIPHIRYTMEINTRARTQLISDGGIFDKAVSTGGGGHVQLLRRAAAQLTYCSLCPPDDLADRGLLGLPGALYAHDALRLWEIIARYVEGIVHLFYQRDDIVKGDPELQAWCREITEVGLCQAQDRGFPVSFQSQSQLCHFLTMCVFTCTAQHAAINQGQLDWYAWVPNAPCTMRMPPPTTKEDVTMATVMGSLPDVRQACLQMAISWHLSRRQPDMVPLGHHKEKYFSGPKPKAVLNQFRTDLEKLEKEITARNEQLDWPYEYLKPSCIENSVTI
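Purified human 12hLO (150 nM final) in 25 mM Hepes, 0.01% Triton X-100, pH 7.0 was preincubated 15 min at room temperature with compound. Then 40 uM arachidonic acid was added, 30 min. Hydroperoxide was read by Fe-XO absorbance ratio 573/405 nm.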
An asterisk follows results filed as active; ? = inconclusive; [ ] = remark or other dose. % is set by controls: 0 for no effect and ±100 for the full control effect; potency is the fitted concentration of half-maximal effect. Some of the compounds tested; rates above refer to the full screens.

cpd	SMILES	ALOX12 inh
1	COc1ccc(S(=O)(=O)N2CCN(CCNC(=O)COc3ccc(C(C)C)cc3)CC2)cc1	35.5µM*
2	CC(=O)NC(Nc1cc(C(F)(F)F)ccc1Cl)C(Cl)(Cl)Cl (stereo not drawn)	-45.3%
3	Cc1cc(C)c(NC(=O)CC(C)(C)CC(=O)O)c(C)c1	-40.8%
4	COc1ccc2nc(NS(=O)(=O)c3ccc(Cl)cc3)c(NCc3ccc4c(c3)OCO4)nc2c1	?
5	CCCCCn1cc(CCC(=O)Nc2ccc(N(C)c3ccccn3)cc2)c2ccccc21	-14.7%
6	CC1(C(=O)NCc2ccccc2)CCCCC(=O)N1 (stereo not drawn)	-6.6%
7	O=C([C@H]1C[C@H](Oc2cccnc2)CN1C(=O)Nc1cccc(F)c1)N1CCOCC1	46.2%[activator]
8	c1ccc(-c2c(SSc3c(-c4ccccn4)c(-c4ccccn4)n4ccccc34)c3ccccn3c2-c2ccccn2)nc1	?
9	N#Cc1cccc(C(=O)N2CCN(c3oc(C4CC4)nc3C#N)CC2)c1	9.2%
10	CCc1cccc2c(C(=O)O)cc(-c3ccccc3C)nc12	-12.8%
11	O=C1Nc2ccccc2C(=O)N2CC[C@H](NS(=O)(=O)c3cccs3)[C@@H]12	57.2%[activator][176 µM]
12	O=C(c1ccc(C(F)(F)F)cc1)N1CC2(Cc3ccccc3NC2=O)C1	10.3%[6.33 µM]
13	COc1ccc(-c2cc(-c3cccnc3OC)cn3cncc23)cc1	?
14	COc1ccccc1NC(=O)COc1nc(CC(C)C)c2c(c1C#N)CCCC2	3.3%
15	O=C(c1ccc(Cl)cc1)N1CC2(CCN(CC3CC3)CC2)Cc2ccccc21	2.6%[6.33 µM]
16	Cc1cccc(OCC2(CNC3CCOCC3)C[C@@H](O)[C@@H](O)C2)n1 (stereo partly drawn)	25.1µM*
17	O=S(=O)(c1ccc(-n2cccn2)cc1)N1CCCC2(CCNC2)C1 (stereo not drawn)	?
18	CC(=O)[C@@]1(O)[C@H](O)CC2C3CCC4CC(O)CC[C@]4(C)C3CC[C@@]21C (stereo partly drawn)	-6.0%
19	CCC(Sc1nnc2c(=O)n(-c3ccc(F)cc3)ccn12)C(=O)Nc1cc(C)ccc1C (stereo not drawn)	0.9%
20	CCOC(=O)N1CCN(Cc2ccc3c(c2)CN(C(=O)c2cc(-c4ccccc4)on2)CCO3)CC1	18.1%

Six compounds drawn at random from those above:
cpd	SMILES	ALOX12 inh
10	CCc1cccc2c(C(=O)O)cc(-c3ccccc3C)nc12	-12.8%
17	O=S(=O)(c1ccc(-n2cccn2)cc1)N1CCCC2(CCNC2)C1 (stereo not drawn)	?
5	CCCCCn1cc(CCC(=O)Nc2ccc(N(C)c3ccccn3)cc2)c2ccccc21	-14.7%
19	CCC(Sc1nnc2c(=O)n(-c3ccc(F)cc3)ccn12)C(=O)Nc1cc(C)ccc1C (stereo not drawn)	0.9%
3	Cc1cc(C)c(NC(=O)CC(C)(C)CC(=O)O)c(C)c1	-40.8%
9	N#Cc1cccc(C(=O)N2CCN(c3oc(C4CC4)nc3C#N)CC2)c1	9.2%

Following part.
cpd	SMILES	ALOX12 inh
21	COc1cc(CNC(=O)c2c(C)noc2-c2cc(OC)c(OC)c(OC)c2)cc(OC)c1	12.7%
22	O=C(Cc1c[nH]c2ccccc12)NC1CCCCCC1	-11.0%
23	CC(C)(CNC(=O)NCC1CC=CCC1)C(N)=O (stereo not drawn)	-13.2%
24	S=C(NCCC(c1ccccc1)c1ccccc1)Nc1ccc(Cl)cc1Cl	?
25	COc1cccc(-c2cc(C(=O)NCCc3n[nH]c(=O)n3C)[nH]n2)c1	28.3%
26	CC(=O)SCC(=O)C(C#N)c1ccccn1 (stereo not drawn)	?
27	CC(C)NC(=O)N1CC(Oc2cccc(-c3nc(-c4ccccc4)no3)c2)C1	?
28	O=C(c1ccoc1)N1CCN(C(=O)c2nnn3c2COC(c2ccc(Cl)cc2)C3)CC1 (stereo not drawn)	17.7%
29	Cc1[nH]c(-c2ccccc2)nc1C(=O)N[C@H](c1cnn(C)c1)C1CC(O)C1 (stereo partly drawn)	41.7%[activator]
30	CN(C)CCC#CC(O)(c1ccccc1)C1CCCCC1 (stereo not drawn)	?
31	CCN(Cc1nnc(-c2ccc(Br)s2)o1)C1CC1	6.0%
32	Cc1nc(N(C)C)ncc1C(=O)N1CCN(c2ccccc2C#N)CC1	6.4%
33	Cc1ccc(C(=O)N2CCCCC2C(=O)Nc2cccc(-c3nnc(C)s3)c2)cn1 (stereo not drawn)	24.6%
34	Cc1noc(C)c1-c1cc2cc(CN(C)C)oc2c(NCc2cccnc2)n1	58.2%[activator][176 µM]
35	CCC1CCc2sc(C(=O)NC(C)C)cc2C1 (stereo not drawn)	-0.1%
36	CN1C(=O)C(CC(=O)NC2CC2)=C2CCCCC21 (stereo not drawn)	8.6%
37	Cc1noc2c(NCc3cccnc3)cc(-c3ccc(Cl)cc3)nc12	5.4%[176 µM]
38	COc1ccc(C2=Nc3ccccc3N(C(=O)c3ccc4c(c3)OCO4)C2C(=O)NCc2ccccc2)cc1 (stereo not drawn)	-23.2%
39	Cc1cc(Cl)ccc1OCC(=O)N1CCC([C@@H]2CNC[C@H]2CO)CC1	35.1%
40	NCCCC(=O)N1CCCCC1c1nnc2n1CCNC2 (stereo not drawn)	?

The results go on:
cpd	SMILES	ALOX12 inh
41	Cc1ccccc1C(=O)N1CCCN(c2cc(-c3ccc(Cl)cc3)[nH]n2)CC1	38.6%
42	O=C(CC1C(=O)NCCN1CC(c1ccccc1)c1ccccc1)NCc1ccco1 (stereo not drawn)	?
43	CSc1ccc(OC(=O)c2ccccc2F)cc1	26.5%
44	Cc1csc(/C(C#N)=C\NC2CC(C)(C)NC(C)(C)C2)n1	9.3%
45	CC(C)CN(C)C(=O)c1cc(-c2cnn(C(C)C)c2)nc2ccc(F)cc12	34.2%[activator]
46	CN1CCCC2(Cc3ccccc3CN(C(=O)Cc3cccc(Cl)c3)C2)C1 (stereo not drawn)	-4.3%[6.33 µM]
47	O=C(N1CCC(Cc2ccccc2)CC1)C1(c2ccc(Cl)cc2)CCOCC1	-0.4%[6.33 µM]
48	CC(=O)N[C@H](CC(C)C)c1nc(-c2ccc(C)nn2)no1	4.9%
49	O=C1N[C@H](CC(=O)N2CCN(CCc3ccncc3)CC2)C(=O)Nc2ccccc21	49.2%[activator]
50	c1ccc([C@@H]2C[C@H]2c2nc(C3CCOCC3)nn2-c2cccnc2)cc1	16.1%
51	COCC(=O)Nc1cc(C(=O)Nc2ccccc2)ccc1Cl	2.2%
52	COC(=O)c1cc(-c2ccc(OC(C)C)cc2)nc2ccccc12	?
53	CCCOc1ccc(C(=O)Nc2ccc3oc(-c4ccccc4)nc3c2)cc1	2.8%
54	CC(NC(=O)c1ccc2c(c1)CC(=O)N2Cc1ccccc1)c1ccc(F)cc1 (stereo not drawn)	?
55	COC[C@@H]1CN(C(=O)c2ccc(C)[nH]c2=O)C[C@H]1c1ccncc1	1.7%
56	Cc1ccc(-c2cnc(CCC(=O)NC(C)c3ccc(S(C)(=O)=O)cc3)o2)cc1C (stereo not drawn)	-1.2%
57	O=C(NC1CC1)c1cc2sccc2n1Cc1ccccc1Cl	19.4%
58	Cc1ccc(C(=O)N2CCC(C(NC(=O)C(C)C)C(=O)NCC(C)C)CC2)cc1 (stereo not drawn)	57.7%
59	CC1=C[C@@H](CNS(=O)(=O)c2ccccc2)[C@H](C(C)C)C[C@H]1CC(=O)O	?
60	COc1ccccc1-c1nnc(SCC(=O)N(C2CCCCC2)C2CCCCC2)n1N	4.6%

Quoted from the listing:
compound 23 @ ALOX12 inh: -13.2%
compound 10 @ ALOX12 inh: -12.8%
compound 7 @ ALOX12 inh: 46.2%[activator]
compound 58 @ ALOX12 inh: 57.7%
compound 60 @ ALOX12 inh: 4.6%

Additional entries follow:
cpd	SMILES	ALOX12 inh
61	COCCc1noc([C@@H]2CC(F)(F)CN2C(=O)c2ccn[nH]2)n1	30.2%
62	CC(C)(C)c1ccc(/C=N/Nc2ccc(S(=O)(=O)Nc3ccccc3)cc2[N+](=O)[O-])cc1	37.5%[activator]
63	COc1ccc2cnn(CC(=O)Nc3ccc(F)cc3F)c(=O)c2c1OC	-20.6%
64	COc1ccccc1N1CCN(CC[C@@H]2CC[C@H](O)[C@@H](C(=O)Nc3ccccc3)O2)CC1	23.7%
65	CCc1nc(-c2c3n(c(=O)n(Cc4ccccc4C)c2=O)CCCC3)no1	27.8%
66	COc1nc2cc(C)c(C)cc2nc1C(=O)Nc1cccc(C)c1C	-1.8%
67	O=C(/C=C/c1ccc(Cl)cc1)c1ccccc1O	-25.5%
68	CCOc1ncccc1C(=O)Nc1cc(S(=O)(=O)N(C)C)ccc1C	1.3%
69	COC(=O)[C@@]12C[C@@H](CC(=O)NCc3ccc(C)o3)C(=O)N(CCc3ccc(OC)c(OC)c3)C1=CCC(C)(C)C2	-1.0%
70	O=C(c1nc(-c2ccc(Cl)cc2Cl)c2ccccn12)N1CCN(c2ncccn2)CC1	1.3%[6.33 µM]
71	O=C1CCCC(=O)C1CC1C(=O)CCCC1=O	-28.1%
72	COc1ncccc1-c1nccc2c(=O)cc(N(C)c3ccccc3)oc12	14.5%[176 µM]
73	COc1ccc(-c2cc(N3CCC(NC(=O)COc4ccccc4C)CC3)n[nH]2)cc1	8.0%
74	CC(OC(=O)/C=C/c1ccc2ccccc2n1)C(=O)NC1(C#N)CCCCC1 (stereo not drawn)	-21.4%
75	CCCCn1c(=O)[nH]c(=O)c2c1nc(-c1ccncc1)n2C1CCCC1	12.0%
76	CCN(CC)S(=O)(=O)c1ccc(NC(=O)Cc2cn3ccsc3n2)cc1	-25.5%
77	CCOc1ccc(CNC(=O)c2ccc(NC(=O)c3nnc(C)s3)cc2)cc1	?
78	O=C1CCN(C(=O)Nc2ccccc2)CCOCCN1	8.7%
79	Oc1ccccc1Oc1ccc2nnc(-c3ccccc3)n2n1	?
80	N#Cc1cc(C(=O)c2cc(F)ccc2O)cn(C2CC2)c1=O	?

Part of the list above in a different format:
65. CCc1nc(-c2c3n(c(=O)n(Cc4ccccc4C)c2=O)CCCC3)no1
  ALOX12 inh: 27.8%
66. COc1nc2cc(C)c(C)cc2nc1C(=O)Nc1cccc(C)c1C
  ALOX12 inh: -1.8%
67. O=C(/C=C/c1ccc(Cl)cc1)c1ccccc1O
  ALOX12 inh: -25.5%
68. CCOc1ncccc1C(=O)Nc1cc(S(=O)(=O)N(C)C)ccc1C
  ALOX12 inh: 1.3%

(cont.)
cpd	SMILES	ALOX12 inh
81	COC(=O)[C@]12C[C@H](CC(=O)NCc3ccccc3)C(=O)N(Cc3ccccc3)C1=C[C@H](C1CCCC1)O[C@@H]2C	0.4%
82	CN(C)c1ccc(NC(=O)CN2CCN(c3ccc([N+](=O)[O-])c4cnccc34)CC2)cc1	-16.6%
83	CN(C1CCc2nn(C)c(=O)n2CC1)S(=O)(=O)c1ccc2c(c1)OCCO2 (stereo not drawn)	43.3%[activator]
84	Cc1ccc(C)n1-c1nnc(N2CCCC(C(=O)Nc3ccccc3F)C2)s1 (stereo not drawn)	?
85	COc1cc(Cl)c(C)cc1NC(=O)Cn1nc2ccc(SC3CCCCC3)nn2c1=O	-23.7%
86	O=C(Nc1cc(F)ccc1F)c1cnc(N2CCCCC2)c2ccccc12	-15.7%
87	O=C(Nc1c(Cl)c(C2CC2)nn1-c1ccccc1)C(Cl)(Cl)Cl	?
88	O=C1NCCCC[C@@H]1Nc1ccc(-c2nc(COc3ccccc3)no2)cn1	42.6%[activator]
89	Cc1[nH]c2ccccc2c1C(=O)C(=O)N1CCN(C2CC2)CC1	?
90	CN(Cc1ccc2nsnc2c1)C(=O)c1ccc(CCC(C)(C)O)cc1	11.6%
91	Cc1ccc(CN2CCCC(COc3ccccc3C(=O)N3CCOCC3)C2)cc1C (stereo not drawn)	16.9%
92	CC(C)CC1NC(=O)c2ccccc2-n2c1nc1ccc(Cl)cc1c2=O (stereo not drawn)	-12.9%
93	O=C(CSc1ncccn1)Nc1nc2cc3c(cc2s1)OCCO3	-16.4%
94	CN1CCCCCCN(S(C)(=O)=O)[C@H]2CCC[C@H]2C1=O	29.9%
95	O=C1CCN(C(=O)COc2ccc(Cl)cc2Cl)c2ccccc2N1	1.3%
96	CCOc1ccc(C(=O)Nc2ccc(-c3nnc4n3CCCC4)cc2)cc1	46.6%
97	COc1cccc(C(=O)Nc2ccc3oc(-c4cccc(Cl)c4)nc3c2)c1	?
98	FC(F)(F)c1cc(Cl)c2nc(-c3cccc(Br)c3)cn2c1	35.4%[activator]
99	Clc1ccccc1-c1ccc2ncnc(N3CCNCC3)c2c1	?
100	COc1ccc(CNc2ncncc2-c2ccccc2Cl)c(OC)c1	38.9%[activator]

Other records
cpd	SMILES	ALOX12 inh
101	Cc1ccccc1NC(=O)Nc1ccnn1C1CCN(C(=O)c2ccc[nH]2)CC1	0.7%
102	CC(C)C[C@H](NC(=O)c1cccc2c1-c1ccccc1C2=O)C(=O)O	-20.9%
103	Cc1nc(C)c(C(=O)N2CCN(C(=O)N(C)C)[C@@H]3CS(=O)(=O)C[C@@H]32)s1	2.0%
104	O=C(COc1ccccc1)N1CC[C@H](c2nnc(-c3ccccc3)o2)C1	18.8%[176 µM]
105	O=C(N[C@@H]1CCOC[C@H]1Oc1ccccn1)c1cc(C2CC2)no1	66.0%[activator]
106	COc1cccc(-c2c(NC(=O)c3ccc([N+](=O)[O-])cc3)oc3ccc(Cl)cc3c2=O)c1	1.3%
107	COc1cccc(N2C(=O)NC(=NC3CCCCC3)C23CCN(C(=O)c2cccnc2)C3)c1 (stereo not drawn)	42.8%[activator]
108	O=C(CCC1CCCC1)N1CCCC1c1nc(CCOCC2CC2)no1 (stereo not drawn)	46.2%[activator]
109	Cc1cc(C)c2nc(-c3ccccc3C)cc(C(=O)O)c2c1	5.5%
110	CCC(CC)C(=O)NC1CCN(c2cnn(Cc3ccccc3)c(=O)c2)CC1	16.1%
111	Cc1ccc(CN2CCN(C(=O)C3Cn4cccc4C(=O)N3C)CC2)cc1 (stereo not drawn)	22.1%
